Compound activity deposited in PubChem by several laboratories.
Wnt act: activators of Wnt/beta-catenin signaling; AID 743398; Wnt/beta-catenin reporter cell assay, activator, plate reader; activation, % at 9.35 µM; actives 1.2% (n = 300,000); in the data active = activation above about 30%, passing the limit was not always enough;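 note: 0% = neutral control wells and 100% = positive control wells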
AddAB inh: less growth of phage-infected E. coli with AddAB. E. coli expressing H. pylori AddAB, absorbance growth. inhibition, % at 11.9 µM. actives 0.29% (n = 330,000). AID 435030; in the data active = inhibition above about 12%;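 note: 0% = vehicle wells of infected cells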
Ecoli viability: counter-screen for AddAB inhibitors: E. coli growth inhibition; inhibition, % at 11.9 µM; actives 0.27% (n = 330,000); E. coli V3065 growth, OD600 absorbance, 18 h; AID 449728;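 active = inhibition above the campaign's mean inhibition across all tested compounds plus 3 SD, cut at about 9.9% in these data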;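 note: uninfected addAB+ strain grown without phage in ampicillin broth; 0% = DMSO wells and 100% = ciprofloxacin 0.95 µg/ml wells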
CAL PDZ FP-1: human CAL PDZ-peptide interaction inhibition; Q9HD26; purified CAL PDZ, TMR-peptide fluorescence polarization, 1 h; inhibition, % at 20 µM; actives 0.02% (n = 330,000); AID 504414;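 active = highest replicate inhibition of at least 40%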;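 note: plate controls were DMSO neutral control wells for no effect and unlabeled competitor peptide control wells for full effect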
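System: tagged CAL PDZ domain. Schedule: 1 h room-temperature incubation prior to read. Signal: fluorescence polarization (mP). Measure: percent inhibition from loss of millipolarization.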
CAL PDZ FP-2: inhibitors of human CAL PDZ peptide binding; Q9HD26; purified CAL PDZ, TMR-peptide fluorescence polarization, 1 h; inhibition, % at 24.9 µM; actives 0.92% (n = 300,000); AID 602252;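 active = mean inhibition of at least 30% with at least half of replicates also reaching 30%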;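 note: 0% = DMSO neutral control and 100% = excess unlabeled competitor peptide PRC23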
SR-BI uptake up: activators of SR-BI mediated HDL lipid uptake; CHO ldlA[mSR-BI] cells, DiI-HDL uptake fluorescence, 3 h; 100 = double the neutral-control signal; activation, % at 12.5 µM; actives 0.096% (n = 320,000); AID 504775;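 active = mean replicate activation of at least 60% and every replicate at or above 60%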;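 note: 0% = median plate neutral-control signal and 100% = twice that signal; values of inactives mirror those of a sister screen read the other way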
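System: CHO ldlA[mSR-BI] cells / Medium: HEPES-buffered (25 mM, pH 7.4) F12 plus 0.5% BSA / Probe or stimulus: labelled HDL, 10 µg/mL / Doses: single compound concentration, delivered by pin transfer / Schedule: 3 h, 37 °C / Measured by: DiI fluorescence, bottom read / Measure: cell-associated DiI fluorescence as measure of HDL uptake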
MITF TRPM1 HTS: increases MITF-driven TRPM1 promoter luciferase signal. SK-MEL-5 TRPM1-promoter luciferase, 24 h; % of positive control, neutral wells = 0. activation, % at 12.5 µM. actives 0.75% (n = 300,000). AID 588334;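 active = mean activation of at least 80% with every replicate also reaching 80%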;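 note: 0% = neutral control wells and 100% = parthenolide positive control wells; values of inactives mirror those of a sister screen read the other way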
phage Ecoli inh: E. coli growth loss with phage present; AID 651602; inhibition, % at 11.9 µM; growth absorbance; actives 0.26% (n = 360,000); in the data active = inhibition above about 11%
Tat export inh: inhibitors of E. coli Tat protein transport. E. coli MC4100 TorA-mCherry Tat export, fluorescence. inhibition, % at 10 µM. actives 0.036% (n = 340,000). AID 488895;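 active = mean replicate inhibition at least 50% and at least half of replicates individually reaching 50%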;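 note: exported cargo escapes ClpAP degradation while cytoplasmic cargo is degraded and loses fluorescence; 0% = median of neutral control wells and 100% = median of NaSCN control wells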
SR-BI DiI inh: inhibitors of mouse SR-BI mediated HDL lipid uptake. ldlA[mSR-BI] CHO cells, DiI-HDL uptake fluorescence, 3 h. inhibition, % at 12.5 µM. actives 0.96% (n = 320,000);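 active = mean replicate inhibition of at least 70% and a set share of replicates each scoring 70 or more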;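 note: 0% = median of neutral control wells and 100% = median of positive control wells; values of inactives mirror those of a sister screen read the other way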
Target sequence (Q61009 whole entry, looked up): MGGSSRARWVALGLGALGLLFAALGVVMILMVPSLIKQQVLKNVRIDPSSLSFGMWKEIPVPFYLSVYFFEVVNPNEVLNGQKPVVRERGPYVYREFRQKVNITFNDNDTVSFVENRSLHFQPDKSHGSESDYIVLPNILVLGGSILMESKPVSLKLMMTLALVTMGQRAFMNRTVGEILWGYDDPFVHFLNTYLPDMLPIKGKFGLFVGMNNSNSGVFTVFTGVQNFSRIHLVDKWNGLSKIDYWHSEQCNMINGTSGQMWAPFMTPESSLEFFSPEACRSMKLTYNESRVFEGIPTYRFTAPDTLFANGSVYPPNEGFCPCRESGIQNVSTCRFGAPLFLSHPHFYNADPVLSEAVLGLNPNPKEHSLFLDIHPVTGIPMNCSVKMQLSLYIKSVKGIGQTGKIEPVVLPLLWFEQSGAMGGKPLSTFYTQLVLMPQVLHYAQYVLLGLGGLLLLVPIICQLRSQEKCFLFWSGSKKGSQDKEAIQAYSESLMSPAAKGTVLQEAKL
An asterisk follows results filed as active; / = no result given; & = joins results of further samples. Not a hit list; overall some 3.6% were active at least once.

SMILES,Wnt act,AddAB inh,Ecoli viability,CAL PDZ FP-1,CAL PDZ FP-2,SR-BI uptake up,MITF TRPM1 HTS,phage Ecoli inh,Tat export inh,SR-BI DiI inh
CC(=O)Nc1ccc(S(=O)(=O)Nc2c(C)n(C)n(-c3ccccc3)c2=O)cc1,/,3.9,-3.0,-2.9,5.8,11.4,-0.7,0.2,-4.6,-11.4
O=C1N[C@@H](Cc2ccccc2)C(=O)N1CCN1CCOCC1,/,2.2,-1.6,-1.3,/,-3.3,-2.2,2.5,-8.0,3.3
Clc1ccc(C2=CSC3=Nc4cccc5cccc(c45)N23)cc1,-4.2,1.8,-0.6,0.0,0.4,-21.6,-2.8,0.6,-3.7,21.6
CCC12CC3CC(C1)CC(C(=O)NNC(N)=O)(C3)C2,-0.8,0.9,0.2,0.6,4.9,-0.3,-9.1,2.9,-1.6,0.3
C=CCn1c(SCC(=O)c2cc(C)n(Cc3cccs3)c2C)nnc1-c1ccncc1,/,1.5,0.8,-0.4,/,-26.3,-7.7,1.3,-8.8,26.3
COc1ccccc1NC(=O)c1ccc(NC2=NC3CS(=O)(=O)CC3S2)cc1 (centres undefined),0.4,-0.8,-0.4,0.0,-2.3,-4.7,/,2.7,-1.2,4.7
CCOc1ccc(S(=O)(=O)Nc2ccccc2SC)c2cccnc12,-3.2,1.9,0.6,-6.1,-2.2,13.6,-5.6,-0.6,5.1,-13.6
O=C(Nc1cccc(-c2ccccc2)c1)N1CCN(C(=O)Nc2cccc(-c3ccccc3)c2)CC1,-0.2,-0.2,1.5,-1.6,-3.0,-22.0,0.0,-3.2,1.1,22.0
COc1ccccc1C(C(=O)NCc1ccc(F)cc1)N(C(=O)c1csnn1)C1CC1 (centres undefined),-2.4,-0.2,-1.4,-2.8,1.3,5.7,-27.0,1.0,-1.1,-5.7
COc1ccc(C)cc1S(=O)(=O)Nc1cccc(Cl)c1Cl,/,2.4,-0.3,-1.0,/,6.1,1.8,0.5,2.7,-6.1
COc1cc2c(cc1OC(C)=O)CCCCC2=O,0.2,/,/,0.1,-2.8,-2.5,-1.8,4.2,-3.3,2.5
COc1ccc(-c2nnn(CC(=O)N3CCN(c4ccccc4OC)CC3)n2)cc1,/,-2.5,-1.0,-0.2,0.8,-56.3,0.9,0.4,6.4,56.3
C/C(=N\NS(=O)(=O)c1ccccc1)c1ccc2c(c1)OCCO2,-1.4,3.2,-1.5,-0.8,0.6,3.2,2.5,2.7,-6.4,-3.2
CNC(=O)c1ncoc1-c1ccc(Cl)cc1,0.5,-0.1,-1.5,-0.1,-2.5,17.7,/,3.9,4.3,-17.8
COc1ccc(CCNC(=O)COc2cccc3c2OC(C)(C)C3)cc1OC,-3.2,2.0,-0.8,-2.0,-4.8,0.6,8.8,5.1,2.6,-0.6
CC1CCN(C(=O)CSc2nnc(CNC(=O)c3ccc(S(=O)(=O)N(C)C)cc3)o2)CC1,-1.1,-0.9,0.4,0.5,55.5*,14.2,-7.4,2.3,-1.3,-14.2
Cc1nc2c(ccc3c([N+](=O)[O-])cccc32)c(C)c1C,1.9,2.3,3.1,-2.5,-2.4,-7.7,27.5,3.6,-4.8,7.7
Cc1cc(C)nc(N(C#N)Cc2ccc(Cl)cc2)n1,0.2,-7.1,2.1,-0.9,-8.1,1.9,3.6,-0.3,7.0,-1.9
CCCc1cc(=O)[nH]c(SCC(=O)c2cc(C)n(CCOC)c2C)n1,/,-0.1,-1.1,/,-2.5,20.4,/,-0.4,2.5,-20.4
O=C(Nc1ccccc1)NC1(C(=O)NCc2ccco2)CCCCC1,/,3.1,-1.3,-1.0,3.3,-10.1,0.0,2.2,14.4,10.1
O=C(NCC1CCCO1)c1cccnc1Nc1ccccc1F (centres undefined),/,1.0,-0.8,-1.0,-3.9,5.3,-1.9,-1.5,-11.2,-5.3
N#C/C(=C\Nc1ccccc1SC(F)(F)F)c1nc(-c2ccccc2)cs1,-0.1,2.5,-0.1,-2.9,0.5,-4.4,9.9,5.8,-1.7,4.4
Cc1nc2ccccc2n1CC(=O)NCc1ccccc1,-7.9,4.9,1.1,-0.1,-0.7,9.4,-22.6,6.4,4.1,-9.4
Cc1sc2ncnc(N3CCCCC3)c2c1C,-1.7,0.3,-0.1,-0.9,/,-26.3,10.8,1.4,16.8,26.3
CCOc1cc(/C=C/C(=O)O)ccc1OCc1ccccc1,-2.2,-1.7,-1.4,-1.6,-5.0,22.3,-1.7,1.1,8.7,-22.3
COC(=O)C(Cc1ccccc1)NC(=O)CC(C)CC(=O)Nc1ccc(OC)cc1OC (centres undefined),-1.2,1.4,0.6,-0.8,-6.2,/,/,-0.5,-6.1,/
Cc1cccc(-c2nnc(SCc3ccccc3)o2)c1,42.5*,4.5,1.1,-1.1,0.1,/,44.2,1.3,2.7,-9.1
O=C(NC1CCC(O)CC1)c1cc(-c2ccco2)nc2ccccc12 (centres undefined),-1.3,-0.9,0.3,-1.0,-1.9,-25.2,-1.1,1.0,4.6,25.2
Cc1cc(C)c(NC(=O)CCCn2c(=O)oc3ccccc32)c(C)c1,-0.1,0.9,-2.4,0.8,/,16.2,-2.9,0.8,1.3,-16.2
C=CCCC1CN(CCCC)S(=O)(=O)c2c(F)cccc2O1 (centres undefined),-1.1,/,/,0.0,-0.7,-4.9,-8.1,1.4,14.6,4.9
CCCCNC(=O)N(O)C1N(/N=C/c2cccs2)C(=S)SC1(C)C (centres undefined),3.4,2.8,1.3,-1.1,-3.1,-1.6,5.9,0.5,9.6,1.6
Cc1cc(C)cc(C(=O)Nc2cccc(NC(=O)c3ccco3)c2)c1,-1.7,/,/,-3.1,-3.4,-55.0,8.2,2.9,-2.7,55.0
O=C(NC1CCS(=O)(=O)C1)C1CCCC1 (centres undefined),-0.2,-0.2,-1.4,-1.6,2.8,4.3,-10.0,1.2,-5.2,-4.3
S=c1[nH]nc(-c2cccs2)n1/N=C/c1cn(-c2ccccc2)nc1-c1ccccc1,14.5,1.0,-2.3,-0.5,-6.3,-8.8,/,3.1,4.8,8.8
CN(CCCNC(=O)COc1cc(=O)n(C)c2ccccc12)Cc1ccccc1,/,-1.1,0.4,-1.8,0.5,3.2,/,2.4,-11.8,-3.2
COC(=O)c1ccc(-n2c(CCC(=O)O)ccc2-c2ccc(C)cc2)cc1,/,0.2,-1.5,-1.4,-1.0,0.1,7.2,/,6.8,-0.1
NNC(=O)COc1ccc2oc3c(c2c1)CCCC3,1.0,6.0,1.3,-2.1,/,/,-10.8,0.4,-10.4,/
Cc1nc2c(o1)CCc1ccccc1C2N1CCN(C)CC1 (centres undefined),0.6&-0.1&-6.8,-1.5&1.1,-0.9&-0.6,0.5&1.4&-0.9,-0.1&-7.4,22.9&21.0&27.5,-1.5&1.9&0.4,-0.2&2.7&0.8,0.7&-9.4&0.2,-22.9&-21.0&-27.5
S=c1[nH]nc(-c2cccc(Cl)c2)n1CCN1CCCCC1,/,2.6,1.4,-1.2,2.1,10.3,-4.7,3.8,10.8,-10.3
CCCCn1c(N)c(N(CC(C)C)C(=O)CC2CCCCC2)c(=O)[nH]c1=O,2.7,-1.5,0.7,1.2,-1.4,5.0,0.4,0.5,-10.3,-5.0

Four compounds from above, showing only Wnt act, phage Ecoli inh and Ecoli viability.
SMILES | Wnt act | phage Ecoli inh | Ecoli viability
COc1ccccc1C(C(=O)NCc1ccc(F)cc1)N(C(=O)c1csnn1)C1CC1 (centres undefined) | -2.4 | 1.0 | -1.4
NNC(=O)COc1ccc2oc3c(c2c1)CCCC3 | 1.0 | 0.4 | 1.3
CC1CCN(C(=O)CSc2nnc(CNC(=O)c3ccc(S(=O)(=O)N(C)C)cc3)o2)CC1 | -1.1 | 2.3 | 0.4
CN(CCCNC(=O)COc1cc(=O)n(C)c2ccccc12)Cc1ccccc1 | / | 2.4 | 0.4

Following part.
SMILES,Wnt act,AddAB inh,Ecoli viability,CAL PDZ FP-1,CAL PDZ FP-2,SR-BI uptake up,MITF TRPM1 HTS,phage Ecoli inh,Tat export inh,SR-BI DiI inh
CCCCC(=O)OCC(=O)c1[nH]c(C)c(C(=O)OCC)c1C,1.0,-0.7,-4.8,0.0,4.1,19.3,0.4,1.9,-2.7,-19.3
Cc1c(NC(=O)CSc2ccc(Cl)cc2)cccc1-c1nc2ncccc2o1,/,0.2,-1.9,-1.7,-2.9,-36.7,2.3,1.1,-9.2,36.7
COc1ccccc1-c1cc(C(=O)N/N=C/c2sccc2C)c2ccccc2n1,-3.2,1.3,-2.1,-1.2,-3.3,-69.1,-9.2,2.5,-0.3,69.1
CS(=O)(=O)N1CCC(C(=O)N2CCN(c3ccccc3)CC2)CC1,-0.4,0.4,-0.5,-0.3,3.0,28.7,-0.8,5.9,4.1,-28.8
Cc1cc2cc(C#N)c(N3CCN(S(C)(=O)=O)CC3)nc2cc1C,1.4,1.6,-0.3,0.2,0.0,13.9,3.9,3.6,3.6,-13.9
Cc1ccc(Cl)c(OCC(=O)N(C)CC(=O)Nc2ccc(N3CCOCC3)cc2)c1,-1.8,-1.7,-0.5,-1.4,-3.3,-2.8,3.6,4.0,2.0,2.8
CCc1cc(/C(Cc2ccccn2)=N\Nc2ccccc2)c(O)cc1O,0.5,2.2,1.1,-0.4,0.0,-18.2,-6.6,1.5,10.6,18.2
Cc1cc(C)nc(SCC(=O)c2ccc(F)c(C)c2)n1,2.8,1.5,1.1,0.2,/,-1.6,5.8,1.6,-0.2,1.6
CCOC(=O)c1c(C)[nH]c(=S)c(C#N)c1-c1ccccc1,-10.0,-1.9,-2.1,0.8,1.5,26.7,8.0,3.1,16.0,-26.7
COc1ccc(C)cc1-n1c(-c2ccncc2)n[nH]c1=S,-7.3,-2.3,-4.7,-0.7,-16.9,-6.1,7.7,-0.9,-0.7,6.1
Cc1c(Nc2nc(C(F)(F)F)nc3ccccc23)c(=O)n(-c2ccccc2)n1C,-0.1,3.3,1.6,-2.7,0.8,-10.0,2.2,2.7,-7.1,10.0
CSc1nc(N(C)C)c2ccccc2n1,-0.4,3.5,2.3,-0.3,-5.0,7.2,-1.2,4.1,-7.0,-7.2
COc1cccc(NC(=O)COC(=O)COc2ccccc2[N+](=O)[O-])c1,/,-1.7,0.8,-1.2,5.0,46.3,-4.5,-0.7,-4.7,-46.3
COc1ccc(CN(CC(=O)NCc2ccc3c(c2)OCO3)C(=O)c2csnn2)cc1,-1.9,2.3,1.8,-4.1,-4.7,40.9,-0.5,1.5,-6.4,-40.9

Compound profiles, as listed above.
`CSc1nc(N(C)C)c2ccccc2n1` across the screens: Wnt act = -0.4; AddAB inh = 3.5; Ecoli viability = 2.3; CAL PDZ FP-1 = -0.3; CAL PDZ FP-2 = -5.0; SR-BI uptake up = 7.2; MITF TRPM1 HTS = -1.2; phage Ecoli inh = 4.1; Tat export inh = -7.0; SR-BI DiI inh = -7.2
`Cc1c(Nc2nc(C(F)(F)F)nc3ccccc23)c(=O)n(-c2ccccc2)n1C` across the screens: Wnt act = -0.1; AddAB inh = 3.3; Ecoli viability = 1.6; CAL PDZ FP-1 = -2.7; CAL PDZ FP-2 = 0.8; SR-BI uptake up = -10.0; MITF TRPM1 HTS = 2.2; phage Ecoli inh = 2.7; Tat export inh = -7.1; SR-BI DiI inh = 10.0
